miR122 inh = miR-122 Renilla sensor signal increase in Huh7, primary screen, miR-122 inhibitor project, cell-based, single point, plate reader; Huh7 miR-122 Renilla luciferase sensor, 48 h; neutral wells = 0, positive control = 100; AID 602342, 2012; activation (reporter increase), % at 12.5 µM; actives 0.3% (n = 340,000);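 active means mean replicate activation score at least 90 and every replicate individually at or above 90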;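 further: higher luciferase means less miR-122 activity so hits act as miR-122 inhibitors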
E-sel inducer = E-selectin induction in HUVECs, primary screen, imaging, HUVEC, immunofluorescence imaging, single point; normalized: neutral wells 0, TNF-alpha wells 100; activation, % at 7.58 µM; actives 0.37% (n = 260,000);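 active means mean E-selectin-positive cell signal at least 10% of the positive control, reached in at least 60% of replicates, without over 20% cell loss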;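 further: in these data hits start at about 27%; measured in HUVEC primary endothelial cells; signal is the percent of cells scored E-selectin positive by PE staining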
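Read-out: % PE-positive cells | Test system: HUVEC | Doses: One compound dose added by pin transfer | Buffer or medium: EGM-2 over gelatin coat | Signal: Immunofluorescence imaging | Benchmarks: TNF-alpha, DMSO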
PGC1a acetyl inh = inhibitors of PGC1a acetylation signal, primary screen, cell-based, U2OS, AlphaScreen, inhibitor mode; AlphaScreen anti-acetyl-lysine; with virally co-expressed GCN5 acetyltransferase; actives 0.17% (n = 350,000); inhibition, % at 15.6 µM;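 active means every replicate shows inhibition of at least 40%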;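 further: 0% = neutral control wells and 100% = positive control wells; some results beyond the cut were filed as inactive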
PglD inh = C. jejuni PglD acetyltransferase inhibitors, primary screen, biochemical, DTNB colorimetric, single point; purified PglD enzyme, DTNB colorimetric CoA detection; inhibition, % at 12.5 µM; actives 0.098% (n = 360,000); AID 602405, 2012; in the data active means inhibition above about 16%, passing the limit was not always enough; further: strong numbers were not always called active
RAD52 anneal inh = RAD52 DNA annealing inhibitors, primary screen, biochemical, FRET, single point, set 2. inhibition, % at 18.7 µM. recombinant RAD52 DNA annealing, FRET fluorescence. actives 0.46% (n = 360,000). DNA repair protein RAD52 homolog (Homo sapiens), P43351;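 active means every replicate showing at least 50% inhibition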
Cneo AK release = Cryptococcus neoformans cell lysis inducers, primary screen, AK release luminescence, single concentration; C. neoformans lysis, adenylate kinase release luminescence, 4 h; normalised: neutral wells 0, clomiphene wells 100; lysis activity, % at 15 µM; actives 0.2% (n = 360,000); AID 651654, 2012;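 active means mean lysis activity across replicates of at least 80%, whatever share of replicates individually reach that level; inactive means mean lysis activity below 80%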
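Material – Cryptococcus neoformans yeast cells · Quantity – 5 × 10^6 yeast cells/mL · Buffer or medium – YPD medium · Compound – single dose · Timing – 4 h static compound exposure, 37 °C, read 1 h post-reagent · Signal – adenylate kinase release luminescence · Read-out basis – lysis from increased AK signal · Benchmarks – Clomiphene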
RAD54 inh = inhibitors of human RAD54 branch migration, primary screen, biochemical, fluorescence, single point; DNA repair and recombination protein RAD54-like (Homo sapiens), Q92698; RAD54 Holliday junction branch migration, FAM/BHQ fluorescence; inhibition, % at 10.4 µM; actives 0.14% (n = 360,000);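 active means mean normalized replicate activity at least 40 and at least half of replicates scoring 40 or more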;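 further: 0% = median of neutral control wells and 100% = median of positive control wells; inhibitors cause a drop in the FAM fluorescence signal; in these data hits start at about 50%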
Target sequence (Q92698 whole entry, looked up): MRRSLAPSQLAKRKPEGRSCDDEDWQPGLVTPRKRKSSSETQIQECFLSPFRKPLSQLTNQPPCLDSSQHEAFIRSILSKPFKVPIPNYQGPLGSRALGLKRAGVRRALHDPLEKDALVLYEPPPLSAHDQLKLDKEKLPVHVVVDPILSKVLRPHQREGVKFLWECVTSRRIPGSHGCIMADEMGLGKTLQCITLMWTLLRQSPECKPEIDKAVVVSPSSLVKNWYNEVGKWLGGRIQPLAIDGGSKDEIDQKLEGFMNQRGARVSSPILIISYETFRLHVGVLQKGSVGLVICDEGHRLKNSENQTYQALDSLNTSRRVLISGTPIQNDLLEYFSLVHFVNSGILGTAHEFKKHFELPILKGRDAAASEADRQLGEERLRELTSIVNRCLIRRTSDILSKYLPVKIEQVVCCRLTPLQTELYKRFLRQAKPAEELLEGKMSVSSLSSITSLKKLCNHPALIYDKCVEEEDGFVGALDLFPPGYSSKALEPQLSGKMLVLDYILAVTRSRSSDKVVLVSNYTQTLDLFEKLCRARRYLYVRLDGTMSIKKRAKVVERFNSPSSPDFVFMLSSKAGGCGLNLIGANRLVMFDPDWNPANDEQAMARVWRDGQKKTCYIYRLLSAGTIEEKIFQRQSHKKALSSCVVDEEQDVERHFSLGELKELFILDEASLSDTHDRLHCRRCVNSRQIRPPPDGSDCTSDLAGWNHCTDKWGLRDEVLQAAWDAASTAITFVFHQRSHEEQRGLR
ERAP1 HTS inh = human ERAP1 aminopeptidase inhibitors, primary screen, biochemical, single point, plate reader; Endoplasmic reticulum aminopeptidase 1 (Homo sapiens), Q9NZ08; actives 0.15% (n = 340,000); recombinant ERAP1, Leu-AMC fluorescence, 60 min; inhibition, % at 10.7 µM;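 active means mean replicate inhibition of at least 30%, or all replicates individually reaching that 30% level; inactive means mean below 30% and not every replicate reaching it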;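 further: 0% = neutral control wells and 100% = L-leucinethiol positive control wells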
Starred values were filed as active, the others as inactive; · = not tested or not shown; & = joins results of further samples; [ ] = remark or other dose.

SMILES	miR122 inh	E-sel inducer	PGC1a acetyl inh	PglD inh	RAD52 anneal inh	Cneo AK release	RAD54 inh	ERAP1 HTS inh
O=C(N=C1N=C2C=CC=CN2Cc2ccccc21)c1ccc(S(=O)(=O)N2CCCC2)cc1	2.2	4.0	-12.1	-1.8	-12.7	1.7	-4.1	0.3
Cc1cccnc1C(c1ccc(F)cc1)N(C)C(=O)C1CCN(CCOc2ccc(Cl)cc2Cl)CC1 (stereo not given)	-10.2	0.2	-13.5	2.8	-81.8	14.6	0.0	-5.5
CC1CCCCN1C(=O)CN1CCC(c2nc3ccc(Cl)cc3[nH]2)CC1 (stereo not given)	-3.6	·	-11.0	2.2	-27.8	-0.5	-14.8	4.1
CC(=O)N1[C@@H]2c3ccc(C4=CCCCC4)c(=O)n3C[C@H]1[C@H](CO)[C@H]2C(=O)NC1CCCC1	3.1[16.7 µM]	-0.2	·	-0.9	-4.1	-6.6	-9.5	2.5
O=C(c1cccs1)N1CCN(S(=O)(=O)Cc2ccccc2)CC1	5.4	·	11.0	12.1	·	-0.8	4.7	·
COc1ccc(NC(=O)C(C)N(c2ccc(C)cc2)S(C)(=O)=O)cc1 (stereo not given)	·	·	16.2	0.2	·	-0.1	-5.6	·
COc1ccc(/C=C(/C#N)S(=O)(=O)c2ccc(C)cc2)cc1	7.8	·	2.1	6.6	·	1.3	-2.3	·
C=CCOc1c(CNc2ncn[nH]2)cccc1OCC	3.9	·	7.3	-0.9	·	-0.1	5.6	·
COc1cc(CN(C)CCc2ccccc2)ccc1OCc1ccccc1	-3.1	·	-3.7	-1.1	·	-1.2	1.8	·
C[C@@H]1CN([C@@H](C)CO)C(=O)c2cccc(NC(=O)Nc3ccccc3)c2O[C@H]1CN(C)C(=O)Nc1cccc2ccccc12	-9.0[16.7 µM]	0.3&0.1	2.0&-2.4	0.1&2.4	19.4&-32.1	0.7&1.3	-0.9&-0.5	-0.9&-0.3

Reformatted with each value named: two of the compounds above.
O=C(N=C1N=C2C=CC=CN2Cc2ccccc21)c1ccc(S(=O)(=O)N2CCCC2)cc1
- miR122 inh = 2.2
- E-sel inducer = 4.0
- PGC1a acetyl inh = -12.1
- PglD inh = -1.8
- RAD52 anneal inh = -12.7
- Cneo AK release = 1.7
- RAD54 inh = -4.1
- ERAP1 HTS inh = 0.3

CC1CCCCN1C(=O)CN1CCC(c2nc3ccc(Cl)cc3[nH]2)CC1 (stereo not given)
- miR122 inh = -3.6
- E-sel inducer = ·
- PGC1a acetyl inh = -11.0
- PglD inh = 2.2
- RAD52 anneal inh = -27.8
- Cneo AK release = -0.5
- RAD54 inh = -14.8
- ERAP1 HTS inh = 4.1

The list goes on:
SMILES	miR122 inh	E-sel inducer	PGC1a acetyl inh	PglD inh	RAD52 anneal inh	Cneo AK release	RAD54 inh	ERAP1 HTS inh
Cc1nc2sc(C(c3ccc(Cl)cc3)N3CC(C)OC(C)C3)c(O)n2n1 (stereo not given)	13.9	·	-5.3	4.5	·	-0.6	1.8	·
CC(C)C#Cc1cnc2c(c1)C(=O)N([C@@H](C)CO)C[C@H](C)[C@@H](CN(C)C(=O)CCN1CCCCC1)O2	1.9[16.7 µM]	0.5	-2.0	-0.9	18.0	4.2	11.8	2.3
CCCCn1c(=O)n(Cc2cccc(F)c2)c(=O)c2c1ncn2Cc1ccco1	-4.9	·	-5.0	9.5	·	1.5	-0.1	·
CC1=C(C#N)C(NC(=O)c2cccc(Cl)c2)(C(F)(F)F)C(=O)N1 (stereo not given)	3.2	·	3.8	4.4	·	3.1	0.4	·
CCCC#Cc1cnc2c(c1)C(=O)N([C@H](C)CO)C[C@@H](C)[C@H](CN(C)C(=O)c1ccccc1)O2	9.4[16.7 µM]	0.2	15.1	-3.8	-0.3	-4.3	2.0	-0.4
CN(/N=C/c1ccc(O)cc1O)c1nc(-c2ccccc2)cc(-c2ccccc2)n1	-4.2	·	-0.6	7.3	-7.2	2.8	0.8	-2.5
O=C(Nc1cnn(Cc2ccc(Cl)c(Cl)c2)c1)c1nc2ncccn2n1	-5.0	·	-10.4	4.0	·	-0.1	1.9	·
CCCCn1c(SCC(=O)N2CCCCC2)nc2cc(S(N)(=O)=O)ccc21	0.1	·	9.8	45.5*	·	6.4	-1.4	·
COc1cc2c(=O)n(CCC(=O)NCC3CCCO3)c(=O)n(CC(=O)Nc3ccc(F)cc3)c2cc1OC (stereo not given)	-1.1	0.0	-0.3	1.5	-11.2	4.1	-2.9	-1.3
COc1ccc(CC2(CO)CCN(Cc3cccn3-c3ccccn3)CC2)cc1	5.7	0.1	-13.6	-5.4	-19.4	8.3	-9.1	0.9

Next section:
Below each compound: miR122 inh	E-sel inducer	PGC1a acetyl inh	PglD inh	RAD52 anneal inh	Cneo AK release	RAD54 inh	ERAP1 HTS inh
C=C(C)COc1ccc(-c2[nH]ncc2Oc2ccccc2OC)c(O)c1
  21.9	·	·	3.4	-6.2	12.7	0.2	0.4
COc1ccc([N+](=O)[O-])c(C=CC(=O)c2ccccn2)c1
  ·	0.2	·	-1.7	-9.8	2.4	4.2	-1.8
CC(=O)c1ccc(NC(=O)N2CCc3ccccc3C2)cc1
  ·	2.0	-269.0	·	-10.0	·	·	-2.7
O[C@@H]1CN(CC2CCCCC2)[C@@H](c2ccccc2)C[C@H]1n1cc(-c2ccc(F)cc2)nn1
  51.0	-1.4	-9.7	-3.0	-80.7	-0.1	-3.2	·
c1ccc2c(c1)oc1c(NCCN3CCOCC3)ncnc12
  -6.7	·	-6.0	7.4	·	-2.7	6.8	·
Cc1ccc(Cl)c(NC(=O)COC(=O)c2nn(-c3ccccc3)cc2O)c1Cl
  3.7	-0.5	5.8	0.0	-15.9	-0.5	6.1	2.5
COCCCNC(=O)C1CCN(C(=O)c2oc3cc4sc(N(C)C)nc4cc3c2C)CC1
  -4.6	·	2.5	-2.0	-8.4	1.5	10.2	2.9
Cc1ccc2cc(CN(CCCN(C)C)C(=O)NCc3ccccc3)c(=O)[nH]c2c1C
  -11.6	·	10.1	-4.0	·	1.2	7.3	·
O=C(COC(=O)c1c(F)cccc1Cl)NCC1CCCCC1
  -3.4	-0.1	2.8	-7.3	-11.6	-0.2	3.4	-0.1
O=C(Cc1cccs1)N[C@@H]1c2ccccc2CC[C@H]1OCc1ccccc1
  10.7	-0.1	1.7	-1.8	5.9	-0.4	-6.9	-3.6
CCCC#Cc1ccc2c(c1)O[C@@H](CN(C)S(C)(=O)=O)[C@@H](C)CN([C@@H](C)CO)S2(=O)=O
  -10.7[16.7 µM]	0.8	-8.7	2.4	3.0	-4.3	1.0	1.6
Cc1ccccc1C(=O)NC(NCc1ccco1)C(Cl)(Cl)Cl (stereo not given)
  -16.4	·	-5.3	-5.0	·	-0.6	4.7	·
O=C(/C=C/c1ccc(Cl)cc1)NC(=S)Nc1ccc(N2CCOCC2)c(Cl)c1
  -3.1	0.5	-16.4	2.7	·	-4.7	-4.5	·
CC(C)c1ccc(N(CC(=O)NN=C2CCN(C)CC2)S(=O)(=O)c2ccccc2)cc1
  -2.4	·	3.5	-1.8	-7.4	27.7	-17.5	-2.7
C[C@@H]1CN([C@@H](C)CO)C(=O)c2cc(NC(=O)c3ccncc3)ccc2O[C@@H](C)CCCCO[C@@H]1CN(C)S(C)(=O)=O
  10.4[16.7 µM]	-0.1	20.8	2.1	·	2.6	7.5	·

3 entries already listed, ordered by their value in PglD inh, low to high:
Molecule	miR122 inh	PGC1a acetyl inh	PglD inh	RAD52 anneal inh	ERAP1 HTS inh
COCCCNC(=O)C1CCN(C(=O)c2oc3cc4sc(N(C)C)nc4cc3c2C)CC1	-4.6	2.5	-2.0	-8.4	2.9
O=C(Cc1cccs1)N[C@@H]1c2ccccc2CC[C@H]1OCc1ccccc1	10.7	1.7	-1.8	5.9	-3.6
C[C@@H]1CN([C@@H](C)CO)C(=O)c2cc(NC(=O)c3ccncc3)ccc2O[C@@H](C)CCCCO[C@@H]1CN(C)S(C)(=O)=O	10.4[16.7 µM]	20.8	2.1	·	·

(next part)
Below each compound: miR122 inh	E-sel inducer	PGC1a acetyl inh	PglD inh	RAD52 anneal inh	Cneo AK release	RAD54 inh	ERAP1 HTS inh
Cc1[nH]c(C)c(S(=O)(=O)N2CCN(c3ccccc3F)CC2)c1C(=O)N1CCCCC1
  -15.1	·	5.9	0.8	-1.5	-0.6	-4.9	-0.5
COc1ccc2c3c([nH]c2c1)[C@H](CO)N(C(=O)NC(C)C)CC31CN(C(=O)c2cccnc2)C1
  ·	0.5	1.2	·	0.2	·	·	-0.4
COc1cc2ccccc2cc1C(=O)OCC(=O)c1c(N)n(C)c(=O)n(C)c1=O
  -3.8	0.3	-1.1	-3.3	-8.6	-1.9	5.3	1.1
C[C@H]1CCCCO[C@H](CN(C)C(=O)Nc2ccc(F)cc2)[C@@H](C)CN([C@@H](C)CO)C(=O)c2cc(NC(=O)Nc3ccc(F)cc3)ccc2O1
  -13.4[16.7 µM]	·	-18.3	-0.2	-12.5	-0.5	-10.5	3.2
O=c1cc(CN2CCN(S(=O)(=O)c3ccc4c(c3)OCCO4)CC2)c2ccc(O)cc2o1
  -20.9	·	12.4	0.5	·	1.1	-1.1	·
O=C(COC(=O)C1CCN(S(=O)(=O)c2cccc3cccnc23)CC1)c1ccc(F)cc1
  0.1	·	4.8	-3.2	·	-0.3	-5.7	·
COCCNC(=O)C[C@@H]1CC[C@H]2[C@@H](COc3ccc(NC(C)=O)cc3C(=O)N2C)O1
  183.3*[16.7 µM]	0.0	4.3	2.1	·	-5.2	0.0	·
Cc1ccc2c(c1)CCCN2C(=O)c1c(C)noc1C
  4.4	·	-8.1	-7.9	4.6	-0.8	4.8	-2.4
COc1ccccc1-c1cn(CC[C@H]2CC[C@H](NC(=O)NC(C)C)[C@@H](CO)O2)nn1
  ·	0.3	2.1	-1.5	-14.7	-0.9	6.0	3.2
COCCNC(=O)C(c1ccc(C)cc1)N(C(=O)CCC(=O)Nc1ccccn1)c1ccc(C)cc1 (stereo not given)
  -6.8	0.0	1.4	2.1	-9.2	-0.9	7.4	2.9
COc1cccc(S(=O)(=O)N2CCCCN3[C@H](CO)[C@H](c4ccc(-c5cncnc5)cc4)[C@@H]3C2)c1
  2.1[16.7 µM]	-0.4	-4.1	-4.6	-12.9	0.5	-5.8	-0.2
CCCN1C[C@@H](C)[C@H](OC)CN(C)C(=O)c2ccc(NC(=O)C3CC3)cc2OC[C@@H]1C
  ·	-0.2	17.7	-0.8	6.7	66.8	3.6	-0.3
O=C(O)C1C2C=CC(C2)C1C(=O)Nc1ccc(C(=O)N2CCCCC2)cc1 (stereo not given)
  -3.5	·	15.8	-0.2	·	0.2	4.0	·
O=C(NC[C@@H]1[C@H](c2ccccc2)[C@@H](CO)N1C(=O)Cc1cccnc1)C1CCC1
  57.1[16.7 µM]	-0.1	4.3	0.4	·	84.2*	0.6	·
COc1ccccc1C(OC(=O)c1cccs1)C(=O)NCC1CCCO1 (stereo not given)
  -1.6	·	6.9	7.8	·	0.4	-10.0	·
Cc1ccoc1C(=O)NCCNC(=O)c1occc1C
  2.3	0.5	·	-4.3	-9.3	1.3	-6.4	0.6
Cc1ccc(S(=O)(=O)N2CCCCC2)cc1NC(=O)C1CCC1
  5.2	·	-4.5	-1.8	-7.6	0.0	-4.3	0.7

Hits appear at their usual frequency; 1.4% or so of the library scored in one or more.
